phage Ecoli inh: E. coli growth loss with phage present. growth absorbance. inhibition, % at 11.9 µM. 360,000 compounds, 0.26% hits; in the data active = inhibition above about 11%
Pemphigus Ab inh: human desmoglein-3 autoantibody binding inhibition; DSG3-coupled beads, scFv-anti-DSG3-GFP binding, flow cytometry; hits give low values; 310,000 compounds, 0.48% hits; binding (percent of control), % at 10 µM;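 active = binding more than 3 SD below its plate's average and above zero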;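 also: hits lower antibody fragment binding to DSG3; some compounds called inactive have numbers as strong as hits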
PfHsp90 set2: inhibits growth of yeast expressing Plasmodium falciparum Hsp90; AID 504621; S. cerevisiae expressing PfHsp90, BacTiter-Glo ATP, 48 h; yeast lacking PDR1 and PDR3 efflux regulators; 310,000 compounds, 0.32% hits; inhibition, % at 9.4 µM;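 active = every replicate shows inhibition above about 80%, whatever the replicate mean, limit read from the data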;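 also: 0% = DMSO neutral controls and 100% = 20 µM radicicol positive controls; yeast relying on Plasmodium falciparum Hsp90 in place of its own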
AddAB inh: less growth of phage-infected E. coli with AddAB; E. coli expressing H. pylori AddAB, absorbance growth; inhibition, % at 11.9 µM; 330,000 compounds, 0.29% hits; AID 435030; in the data active = inhibition above about 12%;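 also: 0% = vehicle wells of infected cells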
OPRM1-OPRD1 inv: inverse agonist of human OPRM1-OPRD1 heterodimerization | 340,000 compounds, 0.21% hits | inhibition, % at 9.3 µM | cell-based MOR-DOR heterodimer luminescence, inverse agonism; in the data active = inhibition above about 22%, passing the limit was not always enough;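 also: 0% = cells with DMSO and 100% = wells without cells with DMSO; values of inactives mirror those of a sister screen read the other way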
PKA-R1A activ: activators of PKA-R1A complex | P00514+P68181 | PKA-R1A dissociation, Cy5-IP20 fluorescence polarization; scaled: DMSO 0%, 113 µM cGMP 100% | activation, % at 11.4 µM | 340,000 compounds, 0.083% hits;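 active = percent activation above the mean of all tested compounds plus 3 SD, cut at about 19% in these data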;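 also: higher means more PKAc released from R1A so a rise in polarization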
HTR5A inv ag: inverse agonist of human HTR5A in OPRM1-OPRD1 counter-screen; P47898; HTR5A cell line, luminescence, inverse agonism; inhibition, % at 9.3 µM; 340,000 compounds, 0.083% hits; AID 504634; in the data active = inhibition mostly above about 23%, no sharp cut-off; inactive = mostly below about 18%;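 also: 0% = cells with DMSO and 100% = no-cell wells with DMSO; some compounds called inactive have numbers as strong as hits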
Target sequence (P47898 whole entry, looked up): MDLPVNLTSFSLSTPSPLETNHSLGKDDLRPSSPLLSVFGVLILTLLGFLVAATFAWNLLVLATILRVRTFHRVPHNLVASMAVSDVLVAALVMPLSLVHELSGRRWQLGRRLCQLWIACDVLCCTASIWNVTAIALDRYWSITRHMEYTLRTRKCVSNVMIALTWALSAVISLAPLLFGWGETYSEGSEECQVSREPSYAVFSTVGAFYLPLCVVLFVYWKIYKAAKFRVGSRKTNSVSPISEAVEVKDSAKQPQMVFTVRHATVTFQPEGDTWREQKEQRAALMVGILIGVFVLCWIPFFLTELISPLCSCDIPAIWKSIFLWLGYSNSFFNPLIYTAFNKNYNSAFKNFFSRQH
SUMO Mot1 rescue: inhibitors of SUMOylation pathway: yeast Mot1-301 growth rescue | S. cerevisiae Mot1-301 growth rescue, ATP luminescence, 38.5C; percent above DMSO median, 100 means doubled | growth rescue, % at 18.8 µM | 320,000 compounds, 1% hits | AID 2716;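 active = every valid replicate shows activation above 250% relative to neutral control wells; inactive = the rest, any valid replicate at or below 250%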;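 also: OY570 slx delta 5 strain wells were the positive control but not used for scaling; some compounds called inactive have numbers as strong as hits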
E coli growth: bacterial growth inhibition, counter-screen for AddAB inhibitors; E. coli V3065 growth, OD600 absorbance, 18 h; inhibition, % at 11.9 µM; 330,000 compounds, 0.27% hits; AID 449728;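 active = inhibition above the campaign's mean inhibition across all tested compounds plus 3 SD, cut at about 9.9% in these data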;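 also: uninfected addAB+ strain grown without phage in ampicillin broth; 0% = DMSO wells and 100% = ciprofloxacin 0.95 µg/ml wells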
HTR5A ag: counter-screen for OPRM1-OPRD1 agonists: human HTR5A agonism; HTR5A agonist assay, luminescence, cell-based; activation, % at 9.3 µM; 340,000 compounds, 0.61% hits; AID 504692; in the data active = activation mostly above about 9.5%, no sharp cut-off; inactive = mostly below about 7.6%;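 also: 0% = cells with vehicle only and 100% = reference agonist; strong numbers were not always called active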
MOR-DOR ag: agonists of human mu-delta opioid receptor heterodimerization; 340,000 compounds, 0.3% hits; P35372+P41143; cells, OPRM1-OPRD1 heterodimerization, luminescence; activation, % at 9.3 µM; in the data active = activation above about 18%;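 also: 0% = vehicle-treated cells and 100% = reference agonist; values of inactives mirror those of a sister screen read the other way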
Starred values were filed as active, the others as inactive; nt = no result given.

item	Compound	phage Ecoli inh	Pemphigus Ab inh	PfHsp90 set2	AddAB inh	OPRM1-OPRD1 inv	PKA-R1A activ	HTR5A inv ag	SUMO Mot1 rescue	E coli growth	HTR5A ag	MOR-DOR ag
1	CCN(CC(=O)Nc1c(F)cccc1F)C(=O)c1ccc(S(=O)(=O)N2CCC(C)CC2)cc1	-1.5	104	-30	3.3	-3	0	9	-12	0.2	5	0.9
2	COc1ccc([C@@H]2CC=C(C(=O)O)[C@H](c3ccc(C(C)(C)C)cc3)N2S(=O)(=O)c2ccc(C)cc2)cc1OC	0.6	92	-15	2.7	10	-1	-4	nt	-1.2	1	-2.2
3	CCc1ccc(/C=C2/SC(=S)N(CCC(=O)Nc3cccnc3)C2=O)cc1	2.3	112	22	1.5	-2	-13	9	-3	0.8	2	0.6
4	Cc1cccc(NC(=O)CNC(=O)CCc2nc3sc4c(c3c(=O)[nH]2)CCCC4)c1C	1.2	93	-4	-1.0	22	-5	16	-7	-0.9	3	-4.6
5	CCOc1ccc(NC(=S)N(CCc2c(C)[nH]c3ccccc23)Cc2cccnc2)cc1	3.0	99	-9	-0.6	8	-19	-6	-2	-0.8	2	-1.6
6	CCCCN(C(C)=O)c1c(N)n(CCC)c(=O)n(CC(=O)Nc2cc(Cl)cc(Cl)c2)c1=O	-1.2	97	-20	2.7	1	-1	-12	11	-1.5	2	-0.2
7	Cc1cc2ccccc2n1CCNC(=O)COc1ccc2ccccc2c1	-0.4	95	-4	-0.8	-26	-12	-38	12	-2.5	3	4.4
8	NS(=O)(=O)c1ccc(CCNC(=O)c2ccc(=O)[nH]c2)cc1	0.6	nt	0	-0.3	-4	-3	13	20	-0.3	-5	0.6
9	Cc1ccc(CNC(=O)CN(C)S(=O)(=O)c2ccc3c(c2)n(C)c(=O)c(=O)n3C)cc1	nt	100	-6	4.4	21	0	3	12	1.7	-6	-4.1
10	CCOC(=O)[C@@H]1[C@H]2COc3cc(OC)ccc3[C@@H]2N2C(=O)N(c3ccc(F)cc3)C(=O)[C@]12C	4.0	107	1	2.4	14	-1	-8	9	-3.1	3	-2.4
11	CN(C(=O)c1cccc(NC(=O)Cc2cccc(NC(=O)C3CCN(C(=O)C4CCC4)CC3)c2)c1)C1CC1	1.8	105	-1	nt	16	1	1	nt	nt	0	-3.5
12	COc1ccc(OCC(=O)NNC(=O)c2cccnc2)cc1	-0.3	102	-10	-1.9	12	-5	-15	-22	-0.2	2	-2.0
13	CCOc1ccc(NC(=O)Nc2ccc(Br)cn2)cc1	4.0	104	-35	-2.4	-30	-2	-6	21	-1.8	2	5.8
14	Cc1cc(=O)n(C)c2ccc(S(=O)(=O)N3CCOCC3)cc12	1.7	122	2	2.5	11	-9	-6	-14	-0.3	2	-2.4
15	CC1CCC(=NO)C(=NO)C1 (stereo not given)	2.7	119	5	nt	10	-21	-14	nt	nt	3	-1.9
16	COC(=O)c1c(NC(=O)CSc2nccn2C)sc(C)c1C	-3.7	106	4	-0.7	-1	-7	-16	-8	0.3	6	0.2
17	Cc1onc(-c2ccccc2Cl)c1C(=O)N1CCN(C)CC1	2.9	100	4	4.5	-1	1	-19	35	1.1	4	0.2
18	COc1ccc(OC)c(CNc2ccc([N+](=O)[O-])cc2C)c1	0.8	107	-14	-4.0	-11	-10	-15	-14	-3.6	6	2.3
19	O=C(CN(CC1CCCO1)C(=O)CCC(=O)Nc1nccs1)NCc1ccc2c(c1)OCO2 (stereo not given)	2.1	98	nt	1.9	10	-4	8	3	-1.8	-4	-2.1
20	COc1ccc(/C=N/N2C(=N)SCC2=O)cc1	1.0	96	-34	4.1	6	4	-10	58	0.9	4	-1.2
21	Cn1ccnc1C(=O)c1cc(SCC(=O)NCc2ccccc2)nc2ccccc12	0.3	98	-2	3.8	12	3	0	4	-1.8	4	-2.5
22	Cc1ccc(Nc2c(-c3ccccc3O)nc3ncccn23)cc1	2.8	93	9	1.3	1	-12	5	41	-0.7	5	-0.1
23	C=CCc1ccccc1Oc1cc(OC)nc(N)n1	1.3	98	-8	nt	7	-1	3	nt	nt	-1	-1.1
24	CC(C)c1ccc(NC2CCCN(C(=O)CCN3Cc4ccccc4C3=O)C2)cc1 (stereo not given)	1.7	103	21	5.8	14	-1	-11	4	-0.2	0	-2.8
25	COc1cc(N)c(Cl)cc1C(=O)OCC(=O)c1ccc2c(c1)NC(=O)CO2	4.5	93	-42	0.7	13	-6	11	12	0.4	-3	-2.0
26	CCCCNC(=O)CS(=O)Cc1nc(-c2cccs2)oc1C (stereo not given)	3.6	100	32	1.7	0	-10	9	-4	1.8	-3	0.1
27	CS(=O)(=O)c1ccc(Cl)c(C(=O)OCC(=O)NC2CCCCCCC2)c1	3.5	107	-18	2.1	12	-1	9	-5	0.0	4	-3.1
28	CN1Cc2sc(N)c(C#N)c2CC1(C)C	2.8	99	-17	2.2	5	-5	7	-14	1.5	-3	-1.0
29	Cc1ccc(C(=O)C2=C(O)C(=O)N(Cc3cccnc3)C2c2cccc([N+](=O)[O-])c2)o1 (stereo not given)	-0.4	95	4	-2.7	17	1	-7	13	2.7	3	-3.4
30	Cc1ccc(OCC(=O)N2CCN(C(=O)c3ccc([N+](=O)[O-])cc3)CC2)cc1	4.5	95	11	3.5	-15	-1	3	0	-0.8	-1	2.0
31	O=C(COc1ccc(Br)cc1CNC1CCCCC1)NCCc1ccccc1	1.1	116	-24	4.2	-35	-5	-2	336	3.2	1	7.0
32	Cc1nnc(SCC(=O)NC2CCCCC2)[nH]c1=O	2.4	nt	22	3.3	4	2	-1	-8	2.8	0	-0.6
33	CCC(C)N1C(=O)CN(C2CCCCCC2)C(=O)C1c1ccccc1F (stereo not given)	0.0	94	6	0.9	-1	-2	-21	422*	-1.9	6	0.3
34	CN(Cc1ccccc1)Cc1nc2c(c(=O)n(C)c(=O)n2C)n1CCCc1ccccc1	1.3	99	-29	2.1	-18	1	-13	-14	2.2	5	3.2
35	CCNC(=O)OCCC12CC3CC(CC(C3)C1)C2	0.9	97	-4	-1.0	-5	-16	10	36	-1.0	-3	0.9
36	COc1ccnc(Oc2ccccc2)c1C(=O)N/C=N/OCc1ccccc1F	2.9	101	18	-3.3	6	0	-11	-5	-0.6	4	-1.1
37	COc1ccc2cc(C(=O)N3CCN(c4cccc(C)c4C)CC3)[nH]c2c1	1.6	99	6	nt	-5	17	-3	24	nt	1	1.0
38	COC(=O)c1cccc(C23CC4(C2)[C@H](CN(Cc2ccc(C(F)(F)F)cc2)[C@@H]4c2ccccc2)C3c2ccccc2)c1 (stereo not given in full)	nt	96	nt	0.3	3	-5	-13	18	-2.8	0	-0.5
39	CC(O)CSc1nc2c(c(=O)[nH]c(=O)n2C)n1Cc1ccccc1 (stereo not given)	1.6	106	-10	1.1	5	-14	-18	9	-2.2	7	-1.1
40	Cn1c(SCc2nc3ccccc3[nH]2)nnc1-c1ccccn1	2.5	100	-12	3.7	6	2	21	nt	4.8	-8	-1.2

In the list so far, these have a thiophene ring, fused or not.
item	Compound	phage Ecoli inh	Pemphigus Ab inh	PfHsp90 set2	AddAB inh	OPRM1-OPRD1 inv	PKA-R1A activ	HTR5A inv ag	SUMO Mot1 rescue	E coli growth	HTR5A ag	MOR-DOR ag
4	Cc1cccc(NC(=O)CNC(=O)CCc2nc3sc4c(c3c(=O)[nH]2)CCCC4)c1C	1.2	93	-4	-1.0	22	-5	16	-7	-0.9	3	-4.6
16	COC(=O)c1c(NC(=O)CSc2nccn2C)sc(C)c1C	-3.7	106	4	-0.7	-1	-7	-16	-8	0.3	6	0.2
26	CCCCNC(=O)CS(=O)Cc1nc(-c2cccs2)oc1C (stereo not given)	3.6	100	32	1.7	0	-10	9	-4	1.8	-3	0.1
28	CN1Cc2sc(N)c(C#N)c2CC1(C)C	2.8	99	-17	2.2	5	-5	7	-14	1.5	-3	-1.0

Going on with the list.
item	Compound	phage Ecoli inh	Pemphigus Ab inh	PfHsp90 set2	AddAB inh	OPRM1-OPRD1 inv	PKA-R1A activ	HTR5A inv ag	SUMO Mot1 rescue	E coli growth	HTR5A ag	MOR-DOR ag
41	COc1ccc(Cl)cc1NC(=O)CN(C)C(=O)c1ccc(COc2ccccc2)cc1	-0.1	101	nt	0.6	-3	-6	-14	94	1.5	5	0.4
42	CCc1ccc(-n2nc3cc(C)c(N)cc3n2)cc1	-1.2	104	-23	2.8	5	0	9	0	1.0	-3	-1.0
43	O=c1nc2c(-c3cccc(Br)c3)n[nH]n2c2ccccc12	2.1	116	-5	-0.2	-2	11	2	-1	2.3	-1	0.5
44	CCC(=O)Nc1ccc(S(=O)(=O)Nc2c(C)nc3nc[nH]n3c2=O)cc1	2.3	114	-3	4.6	20	-1	3	2	-0.9	-1	-3.7
45	Cc1ccccc1OCCn1c(=O)oc2ccccc21	5.3	92	0	1.7	9	5	-19	-23	2.2	2	-1.6
46	C=CCN1C(=O)C(Cc2ccc(F)cc2)S/C1=N/N=C/c1cccs1 (stereo not given)	1.9	103	-14	3.6	-7	-2	4	0	-1.9	-2	1.7
47	COC(=O)c1cn(NC(=O)Cn2nc([N+](=O)[O-])c(Cl)c2C)c(=O)c2ccccc12	0.3	nt	2	-0.3	0	1	5	1	1.1	6	0.1
48	Cc1ccnc(SCC(=O)c2cccc([N+](=O)[O-])c2)n1	2.1	104	8	4.8	10	7	-27	200	-0.7	0	-1.9
49	O=C(NCCc1nnc2ccc(NCc3ccccc3Cl)nn12)c1ccccc1	0.0	93	-5	-0.5	5	-5	7	-9	-1.7	4	-0.9
50	CC(C)(C)c1ccc(OC(=O)c2ccc3nsnc3c2)cc1	0.3	96	-49	3.0	2	-2	-6	-3	-0.2	4	-0.3
51	Cc1cccc(OCC(=O)Nc2ccc(S(=O)(=O)Nc3ccccn3)cc2)c1	2.0	96	4	3.2	8	-3	5	23	0.5	-2	-1.4
52	CCn1c(SCc2c(F)cccc2Cl)nnc1-c1ccco1	2.5	108	2	-1.1	3	1	-5	-7	-0.9	2	-0.5
53	Cc1ccc(/C=N/Nc2ccc(C(=O)O)cc2)s1	2.9	nt	-1	2.2	1	-1	-16	0	0.8	6	-0.3
54	CCN(CC)CCNC(=O)c1ccc(NC(=O)c2ccc(F)cc2)cc1	0.5	104	2	2.2	12	-8	14	10	-0.4	-4	-2.3
55	Cn1c(SCC(=O)O)nc2sc3c(c2c1=O)CCC3	2.2	101	12	nt	15	-2	-11	5	nt	3	-3.2
56	O=C1N=c2ccccc2=C1c1sc(Nc2cccc(O)c2)nc1O	1.3	113	-4	1.2	4	1	-4	18	-0.9	1	-0.9
57	CCOC(=O)CSc1cc(CS(=O)c2ccc(Cl)cc2)nc(-c2ccccc2)n1 (stereo not given)	3.0	nt	-7	3.6	-19	-8	-8	426	-0.7	1	4.4

Screening data deposited in PubChem by several laboratories.
